VP16 counter = Gal4-VP16 reporter inhibition counter-screen | AID 2546 | Drosophila S2 Gal4-VP16 UAS-luciferase, luminescence, 20 h | Potency, µM (doses to about 53.6 µM), inactives show at the top dose activity, negative = inhibition, usual class: inhibitors | 310,000 compounds, 3.5% hits;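 note: Gal4-VP16 expression switched on by copper sulfate through the metallothionein promoter; potency is the fitted concentration of half-maximal effect; % is set by controls: 0 for no effect and ±100 for the full control effect; nearly all actives have a fitted effect of over 50% in size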
NPC1 promoter act = activators of NPC1 promoter | Huh7 NPC1 promoter luciferase reporter, 24 h | Potency, µM (series often up to 9.22 µM), without a hit: at the highest dose activation, usual class: activators | 320,000 compounds, 2.4% hits | AID 485313;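 note: potency is the fitted concentration of half-maximal effect; % of control where 0% means no effect; nearly all actives have a fitted effect of over 60% in size; reporter is driven by a mutant NPC1 promoter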
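Luminescence from an NPC1 promoter-driven luciferase reporter in stably transfected Huh7 cells was measured after 24 h compound treatment at 37 °C, followed by 10 min ambient incubation with luciferase detection reagent.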
TRPV1 agonist = agonists of human vanilloid receptor 1 (TRPV1) | Q8NER1 | TRPV1-expressing cells, Fluo-8 calcium influx, agonist mode | activation, % at 8.33 µM | 320,000 compounds, 0.19% hits | AID 540275; in the data active = activation above about 80%; inconclusive = between about 30% and that limit; note: 0% is about no effect
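Cells expressing TRPV1 were dye-loaded with Fluo-8 and read kinetically: 10 s baseline, 3 min after compound (agonist portion), then 2 min after EC20 capsaicin (allosteric enhancer portion). Calcium-bound dye fluorescence at 480/520 nm.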
ELG1 genotoxic = inducers of genotoxicity in HEK293T ELG1-luciferase cells; HEK293T ELG1-luciferase reporter, luminescence, 16 h; Potency, µM (series often up to 46 µM), inactives show at the top dose activity change, positive = activation, hits mostly activators; 330,000 compounds, 1.3% hits; AID 504466; note: potency is the fitted concentration of half-maximal effect; % of control where 0% means no effect; nearly all actives have a fitted effect of over 60% in size
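HEK293T cells expressing luciferase-tagged ELG1 were treated with compound or DMSO for 16 hr at 37°C. Luciferase activity was then read after 30 min with ONE-Glo at room temperature; rising signal flags genetic stress.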
FLuc counter = counter-screen for miR-21 project: firefly luciferase inhibitors or activators; 360,000 compounds, 6.9% hits; purified FLuc, Km substrates, luminescence inhibition; Potency, µM (highest dose often 57.5 µM), for inactives: top-dose activity change, negative = inhibition, actives largely listed as inhibitors; P08659;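 note: potency is the fitted concentration of half-maximal effect; plate controls were vehicle for no effect and reference inhibitor for full effect; nearly all actives have a fitted effect of over 55% in size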
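Purified P. pyralis luciferase, 10 nM final, with Km-level 10 uM D-luciferin and 10 uM ATP in 50 mM Tris acetate pH 7.5, 10 mM Mg acetate, 0.01% Tween-20, 0.05% BSA; 6-point qHTS titration about 60 µM downward; luminescence read.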
p53 reactivator = restores transcriptional activity of mutant p53; Potency, µM (doses to about 92.2 µM), without a hit: at the highest dose activity change, positive = activation, usual class: activators; 320,000 compounds, 0.063% hits; H1299 p53-A138V BP100-luciferase reporter, luminescence, 24 h; AID 504706; note: potency is the fitted concentration of half-maximal effect; % of control where 0% means no effect; nearly all actives have a fitted effect of over 45% in size
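p53-null H1299 cells stably carrying temperature-sensitive p53-A138V and a BP100-luciferase reporter were pinned with compounds (4-point, 1:5 series) and held 24 hrs at 37 deg C. Luminescence was read 10 min after detection reagent.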
ELG1 repair inh = ELG1-dependent DNA repair inhibition; 330,000 compounds, 2.3% hits; HEK293T ELG1-luciferase reporter, luminescence, 16 h; DNA damage induced by 5-fluorouridine; Potency, µM (titrated, usually from 46.1 µM), inactives show top-dose activity change, negative = inhibition, actives largely listed as inhibitors; note: potency is the fitted concentration of half-maximal effect; % is set by controls: 0 for no effect and ±100 for the full control effect; nearly all actives have a fitted effect of over 55% in size
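Cells (2,000 per well) received 5-fluorouridine plus test compound or DMSO and were incubated 16 hr at 37 °C, 5% CO2. Luciferase activity was read by luminescence 30 min after ONE-Glo addition; signal suppression marked inhibition of damage-induced ELG1 function.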
Tb PFK block = blocks T. brucei phosphofructokinase; O15648; T. brucei PFK, ADP-Glo luminescence; Potency, µM (series often up to 57.5 µM), for inactives: at the top dose activity, negative = inhibition, usual class: inhibitors; 330,000 compounds, 0.17% hits;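 note: potency is the fitted concentration of half-maximal effect; 0% = uninhibited 1x PFK enzyme wells and -100% = no-enzyme wells; nearly all actives have a fitted effect of over 60% in size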
Target sequence (O15648 whole entry, looked up): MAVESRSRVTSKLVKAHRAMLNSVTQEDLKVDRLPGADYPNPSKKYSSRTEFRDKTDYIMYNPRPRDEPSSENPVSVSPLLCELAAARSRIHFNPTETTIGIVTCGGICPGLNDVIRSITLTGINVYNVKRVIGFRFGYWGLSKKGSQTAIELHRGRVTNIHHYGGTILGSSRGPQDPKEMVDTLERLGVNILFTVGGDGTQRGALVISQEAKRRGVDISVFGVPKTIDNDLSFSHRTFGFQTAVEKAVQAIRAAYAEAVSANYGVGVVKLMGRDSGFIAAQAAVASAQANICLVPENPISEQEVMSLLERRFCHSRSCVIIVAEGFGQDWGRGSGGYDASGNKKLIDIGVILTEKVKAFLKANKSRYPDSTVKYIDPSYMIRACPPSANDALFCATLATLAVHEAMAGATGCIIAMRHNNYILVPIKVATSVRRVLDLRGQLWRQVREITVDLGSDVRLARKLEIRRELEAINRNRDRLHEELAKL
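Activity is normalized to no-enzyme wells (full inhibition) and 1.25 nM enzyme wells (no inhibition). Reaction: 0.5 mM F6P, 0.1 mM ATP, 45 min RT, ADP-Glo luminescence; concentration-response curves fitted and classed by quality.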
Rab9 prom act = activators of Rab9 promoter | Huh7 Rab9 promoter-luciferase reporter, luminescence, 24 h | Potency, µM (doses to about 9.22 µM), inactives show top-dose activation, negative = inhibition, actives largely listed as activators | 320,000 compounds, 2.8% hits | AID 485297; note: potency is the fitted concentration of half-maximal effect; % of control where 0% means no effect; nearly all actives have a fitted effect of over 60% in size
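Luciferase signal after 10 min detection reagent at ambient indicates Rab9 promoter upregulation; stably transfected Huh7 cells were treated 24 h with compound in DMSO at 37 °C, 5% CO2.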
RORg inh = inhibitors of mouse ROR gamma transcriptional activity | P51450 | Drosophila S2 Gal4-RORgamma UAS-luciferase reporter, 20 h | Potency, µM (titrated, usually from 53.6 µM), inactives show top-dose activity change, negative = inhibition, actives largely listed as inhibitors | 310,000 compounds, 5.4% hits; note: potency is the fitted concentration of half-maximal effect; % is set by controls: 0 for no effect and ±100 for the full control effect; nearly all actives have a fitted effect of over 60% in size
Target sequence (P51450 whole entry, looked up, the tested form may be a part): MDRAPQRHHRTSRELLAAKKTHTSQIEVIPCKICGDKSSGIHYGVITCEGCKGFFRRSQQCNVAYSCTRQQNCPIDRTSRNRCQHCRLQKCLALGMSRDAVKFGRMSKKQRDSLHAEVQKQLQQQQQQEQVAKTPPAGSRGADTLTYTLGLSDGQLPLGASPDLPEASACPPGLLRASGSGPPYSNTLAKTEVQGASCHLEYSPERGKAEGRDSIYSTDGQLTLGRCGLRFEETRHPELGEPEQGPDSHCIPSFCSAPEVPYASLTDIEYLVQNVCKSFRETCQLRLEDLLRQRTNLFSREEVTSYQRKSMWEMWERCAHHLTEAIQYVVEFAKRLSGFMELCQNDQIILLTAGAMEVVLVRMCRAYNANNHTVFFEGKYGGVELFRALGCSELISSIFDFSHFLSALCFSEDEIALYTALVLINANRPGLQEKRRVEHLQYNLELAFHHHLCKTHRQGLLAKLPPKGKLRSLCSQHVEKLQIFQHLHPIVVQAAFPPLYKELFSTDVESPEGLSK
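Luciferase reporter read in Schneider cells carrying Gal4-RORγ (mouse) and UAS-Photinus luciferase; cells given compound 1 h before 700 uM copper sulfate induction, then incubated 20 h at ambient temperature.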
BRCA1 expr up = BRCA1 expression activation; AID 624202; 380,000 compounds, 1.1% hits; MCF7-BRCA1-FFLuc reporter, luminescence, 48 h; response scale: scaled: vehicle 0%, 10 µM genistein 100%; Potency, µM (titrated, usually from 46.1 µM), for the others: at the highest dose activation, usual class: activators; note: potency is the fitted concentration of half-maximal effect; nearly all actives have a fitted effect of over 80% in size; some results filed as inactive show a strong effect at the top dose
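48 h compound treatment of MCF7-BRCA1-FFLuc cells (phenol-red free MEM, 37 °C), then 15 min with luciferase substrate and luminescence imaging.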
* = called active by the depositor; ? = inconclusive; nt = not tested or not shown. Unless noted, calls come from the whole dose curve; as a rule, active = well fitted curve in the direction sought with a large enough effect; inconclusive = small, poorly fitted or top-dose-only effect, or another doubt; inactive = no such curve, though single readings can be large; an effect the other way counts as inactive or inconclusive. Outcome played no part in choosing rows. About 15% of those tested had a hit in this group.

Keys: A = VP16 counter; B = NPC1 promoter act; C = TRPV1 agonist; D = ELG1 genotoxic; E = FLuc counter; F = p53 reactivator; G = ELG1 repair inh; H = Tb PFK block; I = Rab9 prom act; J = RORg inh; K = BRCA1 expr up
1: CC(OC(=O)CCC(=O)c1ccccc1)C(=O)Nc1ccc(F)cc1 (stereo not given)
  A = nt	B = -3%	C = 25	D = 11%	E = 2%	F = 8%	G = 7%	H = -5%	I = -2%	J = nt	K = -1%

2: COc1ccc(C(=O)Nc2ccc3oc(-c4cccc(F)c4)nc3c2)cc1OC
  A = 4%	B = 0%	C = 13	D = 18%	E = -1%	F = -1%	G = 27%	H = 0%	I = -2%	J = -31%	K = 66%

3: CCc1ccccc1NC(=O)CN1CCN(C(=O)CCC(=O)N2CCC(c3ccccc3)=N2)CC1
  A = nt	B = -1%	C = 2	D = -8%	E = nt	F = -4%	G = ?	H = -9%	I = -3%	J = nt	K = -8%

4: COc1ccc(NC(=O)CC2(Cc3ccccc3)CCOC(C)(C)C2)cc1 (stereo not given)
  A = 4%	B = -2%	C = 12	D = -1%	E = 1%	F = -5%	G = -21%	H = 1%	I = 0%	J = 22%	K = -33%

5: O=C(CN(Cc1ccco1)C(=O)Cn1nnc(-c2ccc(F)cc2)n1)NC1CCCC1
  A = -8%	B = -4%	C = 2	D = -3%	E = 0%	F = -3%	G = -12%	H = -3%	I = -1%	J = 44%	K = -7%

6: Cc1cccc(N2CC(C(=O)Nc3ccc(S(=O)(=O)NCC4CCCO4)cc3)CC2=O)c1C (stereo not given)
  A = -4%	B = 1%	C = 2	D = -6%	E = -2%	F = -4%	G = -5%	H = 0%	I = ?	J = 5%	K = -4%

7: COC(=O)CC1=C(C(=O)OC)C(c2ccncc2)C(C#N)=C(N)O1 (stereo not given)
  A = 4%	B = 7%	C = -6	D = -2%	E = 0%	F = ?	G = -3%	H = 0%	I = 4%	J = 27%	K = 12%

8: Cc1oc(C(=O)O)cc1COc1ccc2c(C)cc(=O)oc2c1
  A = -1%	B = 2%	C = 2	D = 1%	E = ?	F = 4%	G = 4%	H = 20%	I = -2%	J = 1%	K = 0%

9: COc1ccc(C2=NCCc3cc(OC)c(OC)cc32)cc1OC
  A = 6.3µM*	B = -1%	C = 1	D = -2%	E = 2%	F = -7%	G = -2%	H = 3%	I = -2%	J = -7%	K = -8%

10: O=C(O)CC(NCc1ccco1)C(=O)Nc1cccc(O)c1 (stereo not given)
  A = -3%	B = -5%	C = 2	D = -1%	E = -1%	F = 9%	G = 7%	H = 0%	I = 1%	J = 25%	K = 0%

11: Cc1ccc(C)c2c1c1ccccc1n2C
  A = 8%	B = 0%	C = nt	D = -1%	E = -8%	F = -4%	G = -8%	H = -2%	I = -7%	J = -1%	K = -20%

12: O=C(C1CCCO1)N1CCN(C(=S)Nc2ccccc2)CC1 (stereo not given)
  A = 7%	B = 0%	C = -2	D = 2%	E = 2%	F = 2%	G = 1%	H = -11%	I = -6%	J = -17%	K = -10%

13: CC(C)[C@H](NC(=O)c1ccccc1)C(=O)Nc1ccc2c(c1)OCO2
  A = nt	B = 5%	C = 8	D = 1%	E = -16%	F = 28%	G = ?	H = 0%	I = -2%	J = nt	K = -18%

14: NNC(=O)CSCc1nc(-c2ccccc2)cs1
  A = -6%	B = -4%	C = 14	D = 0%	E = -13%	F = -1%	G = -2%	H = 0%	I = -1%	J = -20%	K = 8%

15: Cc1ccc(Oc2c(C(N)=O)cc([N+](=O)[O-])cc2[N+](=O)[O-])cc1
  A = 2.5µM*	B = -8%	C = -6	D = -18%	E = -17%	F = -30%	G = ?	H = -9%	I = -21%	J = 2.8µM*	K = -92%

16: COc1cc(C(=O)NNC(=O)c2ccc(NC(C)=O)cc2)cc(OC)c1OC
  A = -10%	B = -9%	C = -3	D = 2%	E = -7%	F = -3%	G = -5%	H = -1%	I = -3%	J = 5%	K = -11%

17: CCN(CC)Cc1c(C(=O)N/N=C/c2c(Cl)cccc2Cl)nnn1-c1nonc1N
  A = 13%	B = 0%	C = -3	D = -5%	E = -1%	F = -3%	G = 16%	H = -25%	I = -1%	J = -2%	K = 0%

18: NNC(=O)c1[nH]c2ccc(Cl)cc2c1-c1ccccc1
  A = -10%	B = 1%	C = 7	D = 6%	E = -1%	F = 11%	G = 16µM*	H = 1%	I = -3%	J = ?	K = -84%

19: NNC(=O)c1ccc(COc2ccccc2)cc1
  A = ?	B = -2%	C = 14	D = 0%	E = -12%	F = 26%	G = 17%	H = -7%	I = 0%	J = -40%	K = -22%

20: CCn1cc(S(=O)(=O)CC(=O)N2CCc3ccccc32)c2ccccc21
  A = -2%	B = 1%	C = 16	D = -7%	E = -7%	F = -5%	G = -19%	H = -2%	I = -4%	J = ?	K = -11%

21: N#CCN1CCN(CCC(=O)Nc2ccc(OCc3ccccc3)cc2)CC1
  A = 19%	B = 19%	C = 0	D = 15%	E = -1%	F = 19%	G = ?	H = 2%	I = 23%	J = -6%	K = ?

22: CCCCNC(=O)CCn1ccc2cc(S(=O)(=O)N3CCCC3)ccc21
  A = -6%	B = -12%	C = 2	D = 1%	E = 1%	F = -8%	G = 6%	H = -2%	I = -2%	J = 11%	K = -2%

Fetched by compound from the entries so far (2):
Keys: A = VP16 counter; B = NPC1 promoter act; C = TRPV1 agonist; D = ELG1 genotoxic; E = FLuc counter; F = p53 reactivator; G = ELG1 repair inh; H = Tb PFK block; I = Rab9 prom act; J = RORg inh; K = BRCA1 expr up
16: COc1cc(C(=O)NNC(=O)c2ccc(NC(C)=O)cc2)cc(OC)c1OC
  A = -10%	B = -9%	C = -3	D = 2%	E = -7%	F = -3%	G = -5%	H = -1%	I = -3%	J = 5%	K = -11%

19: NNC(=O)c1ccc(COc2ccccc2)cc1
  A = ?	B = -2%	C = 14	D = 0%	E = -12%	F = 26%	G = 17%	H = -7%	I = 0%	J = -40%	K = -22%

Filtered by structure, the entries above with sulfur
Keys: A = VP16 counter; B = NPC1 promoter act; C = TRPV1 agonist; D = ELG1 genotoxic; E = FLuc counter; F = p53 reactivator; G = ELG1 repair inh; H = Tb PFK block; I = Rab9 prom act; J = RORg inh; K = BRCA1 expr up
6: Cc1cccc(N2CC(C(=O)Nc3ccc(S(=O)(=O)NCC4CCCO4)cc3)CC2=O)c1C (stereo not given)
  A = -4%	B = 1%	C = 2	D = -6%	E = -2%	F = -4%	G = -5%	H = 0%	I = ?	J = 5%	K = -4%

12: O=C(C1CCCO1)N1CCN(C(=S)Nc2ccccc2)CC1 (stereo not given)
  A = 7%	B = 0%	C = -2	D = 2%	E = 2%	F = 2%	G = 1%	H = -11%	I = -6%	J = -17%	K = -10%

14: NNC(=O)CSCc1nc(-c2ccccc2)cs1
  A = -6%	B = -4%	C = 14	D = 0%	E = -13%	F = -1%	G = -2%	H = 0%	I = -1%	J = -20%	K = 8%

20: CCn1cc(S(=O)(=O)CC(=O)N2CCc3ccccc32)c2ccccc21
  A = -2%	B = 1%	C = 16	D = -7%	E = -7%	F = -5%	G = -19%	H = -2%	I = -4%	J = ?	K = -11%

22: CCCCNC(=O)CCn1ccc2cc(S(=O)(=O)N3CCCC3)ccc21
  A = -6%	B = -12%	C = 2	D = 1%	E = 1%	F = -8%	G = 6%	H = -2%	I = -2%	J = 11%	K = -2%
